S3 lipid droplet: qHTS Assay for Lipid Storage Modulators in Drosophila S3 Cells; Drosophila S3 cells, BODIPY lipid droplet fluorescence, 18-24 h; cells fed with added oleic acid; Potency in µM for hits, for the others lipid storage change, negative = inhibition, % at the top dose, mostly 46.1 µM; 320,000 compounds, 0.64% hits; AID 2685; active means well fitted inhibition curve with a large enough effect in the signal ratio, with a control signal flat, not every such curve was filed as active; inconclusive means small, poorly fitted or top-dose-only effect, or effect the other way, or a change in a side signal; the % refers to the signal ratio
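Laser-scanning cytometry quantifies lipid droplet accumulation (500–530 nm total intensity; droplet/cell object ratio) in oleic acid-fed (400 uM added) Drosophila S3 cells treated with a concentration series. 20 uM Triacsin C defined 100% inhibition.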
S3 lipid droplet cell count max: further read-out of S3 lipid droplet, marked with its call; cell number change, %; measured here: cell count max response;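 cells counted by Cell Tracker Red CMTPX staining in the red channel; peak over a dose series mostly up to 46.1 µM; percent activity relative to internal control wells on each plate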
Active calls of the source: *; i = inactive; ? = inconclusive; nt = not tested or not shown; [ ] = dose if it differs, or a comment. On the % scale 0 is the no-effect control and ±100 the full control effect; potency means the concentration at half of the fitted maximal effect. These rows are one share of the data, so the mix of outcomes need not match the whole.

S3 lipid droplet	S3 lipid droplet cell count max	compound
?	nt	O/N=C(/c1ccc(F)cc1)C1CC1c1c(F)cccc1Cl (stereo not drawn)
-1.6%	-0.8	CC(/C=N/n1c(-c2ccncc2)n[nH]c1=S)=C\c1ccco1
i	9.0	N#Cc1c(SCC(=O)Nc2nncs2)sc2c(O)cc(=O)[nH]c12
3.8%	-6.4	COC(=O)Cc1c(OC)ccn(CCc2c[nH]c3ccccc23)c1=O
?	nt	O=C(NCCc1nnc2ccccn12)c1cccs1
?	nt	CN1CCO/C1=C(\C(Cl)=C(Cl)Cl)[N+](=O)[O-]
13.0%	16.5	Cc1ccc(C)c(NC(=O)CSc2nc3[nH]ncc3c(=O)[nH]2)c1
?	nt	CC(C)C(=O)NC(NC1CCS(=O)(=O)C1)C(Cl)(Cl)Cl (stereo not drawn)
-9.8%	10.6	O=S1(=O)N=C(N2CCCc3ccccc32)c2ccccc21
i	nt	O=C(NC1CC1)c1sccc1-n1cccc1
-1.9%	15.4	CC(NC(=O)c1cc(S(=O)(=O)N(C)C)ccc1Cl)C1CC2CCC1C2 (stereo not drawn)
?	nt	CC(C)c1nc(CNC(=O)C2CCC(=O)N(CCc3ccc(Cl)cc3)C2)no1 (stereo not drawn)
?	nt	O=C(Cc1ccc(-n2c(=O)c3sccc3n(CC(=O)Nc3ccccc3F)c2=O)cc1)NCc1ccco1
?	nt	CCN(CC)CCC#CC(O)(c1ccccc1)C1CCCCC1 (stereo not drawn)
6.2%	-13.6	Cn1c(=O)cc(SCC(=O)N2CCN(c3ccccn3)CC2)c2ccccc21
?	nt	Cc1cc(C)c(C)c(S(=O)(=O)Nc2ccc(OCC(=O)O)cc2)c1C
?	nt	Fc1cccc(Cl)c1Cn1nnc2c(-n3ccnc3)ncnc21
?	nt	O=C1CN(C(=O)COC(=O)c2ccccc2NCc2ccco2)c2ccccc2N1
13.9%	1.1	O=C(CCCCCn1nnc2ccccc2c1=O)Nc1ccccc1Cl
i	nt	CC(=O)N1CCCc2cc(S(=O)(=O)NCCC3=CCCCC3)ccc21
?	nt	CC(C)n1cnc2c(Nc3cccc(Cl)c3)nc(N(CCO)CCCO)nc21
?	nt	O=C1C2C3C=CC(CNS(=O)(=O)c4ccccc4)(O3)C2C(=O)N1c1ccc(Cl)cc1 (stereo not drawn)
?	nt	Cc1cc(C)n(CC(=O)N2c3ccccc3Sc3ccc(C(F)(F)F)cc32)n1
?	nt	N#CCCN(C(=O)COC(=O)c1ccc(S(=O)(=O)N2CCCC2)cc1)c1cccc(Cl)c1
?	nt	CC(NCCC(Cc1ccccc1)c1ccco1)c1ccccc1 (stereo not drawn)
?	nt	Cc1ccc(C)c(NC(=O)CN(C)C(=O)c2ccccc2OCc2ccc(Cl)cc2)c1
?	nt	O=C(NCC(=O)N1CCN(c2ccccc2)CC1)c1ccc(Br)o1
i	nt	CCC(=O)N1CCc2cc(Br)cc(S(=O)(=O)N3CCN(C(=O)c4ccco4)CC3)c21
-18.1%	-4.0	CSc1ncccc1C(=O)N1CCCC(CCC(=O)NCc2ccc(F)c(F)c2)C1 (stereo not drawn)
?	nt	O=C(NC1CCCCC1)c1cc(-c2ccc(O)cc2)on1

Gathered by group: the compounds so far containing an NH in an aromatic ring.
S3 lipid droplet	S3 lipid droplet cell count max	compound
-1.6%	-0.8	CC(/C=N/n1c(-c2ccncc2)n[nH]c1=S)=C\c1ccco1
i	9.0	N#Cc1c(SCC(=O)Nc2nncs2)sc2c(O)cc(=O)[nH]c12
3.8%	-6.4	COC(=O)Cc1c(OC)ccn(CCc2c[nH]c3ccccc23)c1=O
13.0%	16.5	Cc1ccc(C)c(NC(=O)CSc2nc3[nH]ncc3c(=O)[nH]2)c1

The results go on:
S3 lipid droplet	S3 lipid droplet cell count max	compound
1.1%	-5.4	CCN(CC)CCN1C(=O)C(=O)/C(=C(/O)c2ccc(OC)cc2)C1c1cccs1 (stereo not drawn)
?	nt	CC1CCCCC1N=C1NC(C)(C)CS1 (stereo not drawn)
?	nt	O=C(c1ccc(COc2ccccc2Br)o1)N1CCCCCC1
i	5.7	Cc1cc(NC(=O)CCC(=O)N(Cc2cccnc2)C(C(=O)NC(C)(C)C)c2ccccc2Cl)no1 (stereo not drawn)
?	nt	COc1cc(NC(=S)NC(=O)c2c(OC)cccc2OC)ccc1NC(=O)c1cccs1
?	nt	Cc1cccc(Nc2nc(N)nc(CSc3nccc(C)n3)n2)c1
-6.9%	-11.3	O=S1(=O)N=C(N(CCO)/N=C/c2ccccc2)c2ccccc21
i	16.8	Cc1ccc(N2CC(C(=O)NCc3ccco3)CC2=O)cc1Cl (stereo not drawn)
?	nt	O=C(NCc1ccccc1Cl)C(=O)NCC1OCCN1S(=O)(=O)c1cccs1 (stereo not drawn)
?	nt	NC(=O)c1ccccc1NC(=O)CCn1c(=S)oc2ccccc21
?	nt	CS(=O)(=O)c1nc(-c2ccc(F)cc2)cc(C(F)(F)F)n1
14.2%	7.1	COc1ccc(C2C(C(=O)N3CCCC3)CC(=O)N2c2ccc(OC)cc2)cc1 (stereo not drawn)
19.0%	0.3	COC(=O)c1c(SCc2cccc3ccccc23)nc(=O)[nH]c1C
?	nt	CCOc1cc(N2CCOCC2)c(OCC)cc1NC(=O)c1cc(S(=O)(=O)N2CCOCC2)ccc1Cl
?	nt	Nc1nc(N)nc(-c2ccc(Cl)cc2)n1
2.1%	-4.8	COCCn1cnc2c1c(=O)n(CC(=O)OCC(=O)NCC(F)(F)F)c(=O)n2Cc1ccccc1
i	10.7	COc1cc(C(=O)ON=C2C(C)=CC(=O)C=C2C)cc(OC)c1OC
?	nt	Cc1ccccc1OCC(=O)OCC(=O)NCC1CCCO1 (stereo not drawn)
-5.0%	19.3	CC(/C=C1\SC(=S)N(NC(=O)c2ccccc2C)C1=O)=C\c1ccccc1
?	nt	O=C(COc1ccc2ccccc2c1)NCCc1ccc2c(c1)OCCO2
?	nt	O=S(=O)(c1ccccc1OC(F)(F)F)N1CCN(c2ccnc3cc(Cl)ccc23)CC1
8.0%	nt	COc1ccc(CNC(=O)CNC(C)c2ccc(F)cc2)cc1 (stereo not drawn)
22.8%	0.5	COc1cccc(OC)c1OCCCCCc1c(C)n[nH]c1C
?	nt	O=C(c1cccc(Cl)c1)N1CCN(c2ccc(N3CCOCC3)nn2)CC1
?	nt	O=C(O)C1CCCCN1S(=O)(=O)c1ccc2ccccc2c1 (stereo not drawn)
4.7%	2.1	CCN(Cc1ccncc1)C(=O)c1ccc(C)o1
?	nt	Cc1ccc2occ(C3N[C@H](C(=O)O)CS3)c(=O)c2c1 (stereo partly drawn)
i	nt	Cc1ccc([N+](=O)[O-])cc1S(=O)(=O)Nc1ccc(-c2ccc(N3CCOCC3)nn2)cc1
?	nt	O=C(NCC(c1ccco1)N1CCCCC1)c1cc2c(s1)CCCC2 (stereo not drawn)
?	nt	CCNS(=O)(=O)c1ccc(OC)c(C)c1

By substructure, those above with an aryl thioether with sulfur outside any ring (six)
S3 lipid droplet	S3 lipid droplet cell count max	compound
i	9.0	N#Cc1c(SCC(=O)Nc2nncs2)sc2c(O)cc(=O)[nH]c12
13.0%	16.5	Cc1ccc(C)c(NC(=O)CSc2nc3[nH]ncc3c(=O)[nH]2)c1
6.2%	-13.6	Cn1c(=O)cc(SCC(=O)N2CCN(c3ccccn3)CC2)c2ccccc21
-18.1%	-4.0	CSc1ncccc1C(=O)N1CCCC(CCC(=O)NCc2ccc(F)c(F)c2)C1 (stereo not drawn)
?	nt	Cc1cccc(Nc2nc(N)nc(CSc3nccc(C)n3)n2)c1
19.0%	0.3	COC(=O)c1c(SCc2cccc3ccccc23)nc(=O)[nH]c1C

(list continues)
S3 lipid droplet	S3 lipid droplet cell count max	compound
2.2%	8.9	Cc1cc(C)cc(NC(=O)N2CCN(Cc3ccc4c(c3)OCO4)CC2)c1
?	nt	COc1ccc(N2CC(C(=O)N3CCN(c4ccccc4OC)CC3)CC2=O)cc1 (stereo not drawn)
i	1.8	CCOC(=O)CN1CC23C=CC(O2)C(C(=O)Nc2cc(OC)ccc2OC)C3C1=O (stereo not drawn)
-0.6%	-0.3	Cc1ccc(CNC(=O)c2cccc(OCc3c(C)noc3C)c2)cc1
22.8%	28.5	CC(NC(=O)C1CCC(C)(C(=O)O)C1(C)C)c1ccccc1 (stereo not drawn)
?	nt	Cc1ccc2[nH]c3c(NCc4ccccc4)ncnc3c2c1
2.1%	0.6	CCOc1ccc(C(=O)NCC2(c3ccccc3)CCOCC2)cc1
-9.0%[9.22 µM]	-13.3	CCCc1cc(=O)[nH]c(SCC(=O)c2c[nH]c3ccccc23)n1
20.5%	15.4	CCc1cccc(NC(=O)CSc2nnc(Cc3ccc(OC)cc3)c(=O)[nH]2)c1
?	nt	CC(C)NS(=O)(=O)c1ccc(NCCCn2ccnc2)c([N+](=O)[O-])c1
?	nt	O=C(CCSc1ccccc1)OCn1nnc2ccccc2c1=O
2.9%	0.4	CCOc1ccc(CCNC(=O)c2ccc(=O)[nH]c2)cc1OCC
i	15.3	COc1cc(NC(=O)c2cccnc2)c(OC)cc1NC(=O)c1ccc(Br)cc1
?	nt	Cc1nn2c(-c3cccc(NC(=O)c4ccco4)c3)nnc2c2ccccc12
i	-10.5	NS(=O)(=O)c1cccc(NC(=O)C(Cc2ccccc2)NC(=O)c2ccccc2)c1 (stereo not drawn)
-6.3%	9.3	O=C(CN1C(=O)c2ccccc2S1(=O)=O)NCc1ccc2c(c1)OCO2
6.8%	15.1	O=C1c2ccccc2C(=O)N1CSc1ncccn1
?	nt	CCOc1cc(/C=N/NC(=O)C2CC2)ccc1OC(C)C
?	nt	CCOC(=O)C1CCCN(S(=O)(=O)c2ccc(S(=O)(=O)N(CC)CC)cc2)C1 (stereo not drawn)
11.5%	5.9	COc1ccc(N(CC(=O)N/N=C/c2cc(Br)c(C)o2)S(=O)(=O)c2ccc(NC(C)=O)cc2)cc1
?	nt	COc1cccc(N=Nc2ccc(O)c3ncccc23)c1
i	14.1	O=C1CCN(Cc2ccc(Br)cc2)CCN1[C@H](CO)c1ccccc1
5.6%	5.8	Cc1ccc(-n2ncc(C(=O)Nc3ccc(Cl)cc3)c2C2CCNCC2)cc1C
?	nt	CCN1CCN(c2ccc(S(=O)(=O)N3CCCCC3)cc2NC(=O)c2cccc(NC(C)=O)c2)CC1
i	7.1	O=C(C(=O)N1CCN(Cc2ccc3c(c2)OCO3)CC1)c1c[nH]c2ccccc12
1.0%	0.8	CC(Sc1cccc[n+]1[O-])C(=O)Nc1cccc(S(=O)(=O)N2CCOCC2)c1 (stereo not drawn)
?	nt	O=C(CN(C(=O)CCC(=O)Nc1nccs1)c1cccc(F)c1)NCCc1ccccc1
8.0%	-7.8	N#C/C(=C\c1ccccc1OCc1ccc(C(=O)O)cc1)C(=O)Nc1ccc(O)cc1
?	nt	O=C(c1ccccc1F)n1c2c(c3ccccc31)CCCC2
7.8%	5.9	CN(CCOc1ccccc1)CC(=O)Nc1cc([N+](=O)[O-])ccc1Cl
?	nt	Cc1ccc(/C=C/C2=Cc3c(sc(NC(=O)CSc4n[nH]c(N)n4)c3C#N)C(C)(C)C2)o1
?	nt	CSc1ncccc1C(=O)OCC(=O)NC1CCS(=O)(=O)C1 (stereo not drawn)
11.3%	7.3	COc1ccc(C2=NN(C(C)=O)C(c3ccccc3)C2)cc1 (stereo not drawn)
?	nt	CN(C)c1nc(OCCNC(=O)Nc2ccccc2)nc(N(C)C)n1
?	nt	COc1ccc(C)cc1NC(=S)N1CC(C)OC(C)C1 (stereo not drawn)
8.5%	-5.8	COc1ccc(N2C(=O)C(CC(=O)Nc3ccccc3)N(Cc3cccs3)C2=O)cc1 (stereo not drawn)
19.0%	5.8	COc1ccc(C2=NS(=O)(=O)N(C)C(C(=O)N3CCC(C(N)=O)CC3)=C2)cc1
?	nt	COc1cc(OC)cc(C(=O)N2CCN(c3ccccc3F)CC2)c1
-0.9%	3.6	COc1cc(C(=S)N2CCOCC2)cc(OC)c1OS(=O)(=O)c1ccc(NC(C)=O)cc1
i	11.4	COc1ccccc1NC(=O)CSc1nnc(CC(=O)Nc2ccccc2F)n1C
?	nt	COc1ccccc1C1(CC(=O)O)CCOC(C)(C)C1 (stereo not drawn)
2.3%	11.9	O=C(CSc1nc(O)cc(=O)n1-c1ccccc1)Nc1ccccn1
?	nt	COc1cc(/C=C/C(=O)OCC(=O)Nc2ccc(NC(C)=O)cc2)cc(S(=O)(=O)N2CCc3ccccc32)c1OC
4.1%	-15.3	Cc1cc(NC(=O)c2ccc(F)cc2F)n(-c2nc3ccccc3[nH]2)n1
10.3%	18.7	COc1cccc(-c2nc(CS(=O)(=O)CC(=O)NCc3ccccc3OC)c(C)o2)c1
4.8%	-1.6	c1ccc(OCc2nnc3n2N=C(c2ccccc2)CS3)cc1
?	nt	Cc1ccc(Cn2nnc3c(=O)n(CC(=O)NCc4ccco4)cnc32)cc1
-9.9%	0.3	CC(C)CNC(=O)C1c2ccccc2Oc2ccccc21
?	nt	Cc1cc(C)c(NC(=O)C(C)N2CCCCCC2)c(C)c1 (stereo not drawn)
3.8%	0.8	CC(Sc1nnc(COc2ccccc2)n1Cc1ccccc1)C(=O)O (stereo not drawn)
-25.7%	-3.2	Cc1ccc(/C=N\NC(=O)c2ccc3c(c2)OCO3)o1
?	nt	CCOC(=O)c1cc(C)[nH]c1C

Source: PubChem BioAssay
